Screening results (PubChem)
Eya2 phos inh = Eya2 (human) phosphatase inhibition. O00167. recombinant Eya2, OMFP fluorescence dephosphorylation (OMFP is methylfluorescein phosphate). Potency, µM (highest dose often 76.9 µM), for the others: at the top dose activity, negative = inhibition, hits mostly inhibitors. actives 0.006% (n = 330,000); also: potency is read from the fitted curve at half-maximal effect
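Eya2 protein (added as 0.2 uM solution) was preincubated with compound for 10 min at ambient temperature in 50 mM HEPES pH 7.5, 50 mM NaCl, 5 uM MgCl2, 0.05% BSA, 1 mM DTT. OMFP (added at 50 uM) then reacted 10 min; fluorescence read at 485/525 nm.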
GALK inh = galactokinase (human) inhibition. P51570. Purified GALK, Kinase-Glo residual ATP luminescence. Potency, µM (highest dose often 57.5 µM), inactives show at the highest dose activity change, negative = inhibition, most hits filed as inhibitors. actives 0.007% (n = 270,000). AID 1868; also: potency is read from the fitted curve at half-maximal effect
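Galactose (100 uM) and ATP (35 uM) were turned over by 5 nM GALK for 1 h at RT. Kinase-Glo Plus then converted the remaining ATP into a luminescent signal.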
KCNH2 3.1 inh = inhibitors of human KCNH2 3.1 potassium channel isoform; U2OS KCNH2 3.1, thallium flux FluxOr; stronger effect = lower value; activity change, % (tested at about 1.8 µM); actives 0.95% (n = 340,000);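 active = maximum activity change below -70%; inconclusive = maximum activity change from -70% to -50%; inactive = maximum activity change above -50%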;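 also: thallium influx rate constant from kinetic fluorescence after stimulation buffer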
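Normalized rate constant (relative to positive and negative DMSO controls) derived from a 2 min kinetic fluorescence read after stimulation; U2OS cells expressing the 3.1 isoform via virus at 1.77 x 10^8 /mL.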
hERG WT inh = blocks the wildtype human KCNH2 potassium channel. activity change, % at 1.84 µM. Q12809. U2OS, BacMam KCNH2, thallium flux FluxOr; stronger effect = lower value. AID 720551. actives 0.37% (n = 340,000);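 active = maximum activity change below -70%; inconclusive = maximum activity change between -70% and -50%; inactive = maximum activity change above -50%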
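U2OS cells transduced with wild-type KCNH2 virus are loaded with FluxOr dye for 45 min, and thallium flux is measured in kinetic reads before and after stimulation buffer. Rate constants are normalized to DMSO controls.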
BCR signal inh = chronic active BCR signaling inhibition; ABC-DLBCL IkBa-CBG/CBR reporter, luminescence ratio, 4 h; Potency, µM (titrated, usually from 46.1 µM), without a hit: at the highest dose ratio change, negative = lower green/red ratio, most hits filed as inhibitors; actives 0.05% (n = 340,000); active = well fitted inhibition curve with a large enough effect in the signal ratio, with a control signal flat, not every such curve was filed as active; inconclusive = small, poorly fitted or top-dose-only effect, or effect the other way, or a change in a side signal; the % refers to the signal ratio;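 also: potency is read from the fitted curve at half-maximal effect; plate controls were basal doxycycline-induced cells for no effect and cells given 10 µM MG132 for full effect; MG132 reads +100%, hits lower the ratio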
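TMD8 human ABC-DLBCL cells with doxycycline-inducible IκBα–green luciferase fusion and unfused red luciferase, in 0.5% FBS medium; compounds up to 46 uM, 4 h at 37C. Green/red luminescence ratio, filter-overlap corrected, fitted to concentration-response curves.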
B2AR arrestin = beta2AR (human) beta-arrestin recruitment activity; P07550; beta-arrestin recruitment to beta2AR, cell-based reporter; Potency, µM (series often up to 46.1 µM), for inactives: top-dose activation, most hits filed as activators; actives 0.02% (n = 330,000);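 also: potency is read from the fitted curve at half-maximal effect; 0% = DMSO controls and full agonism = EC100 isoproterenol or metaproterenol; nearly all actives have a fitted effect of over 65% in size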
Target sequence (P07550 whole entry, looked up): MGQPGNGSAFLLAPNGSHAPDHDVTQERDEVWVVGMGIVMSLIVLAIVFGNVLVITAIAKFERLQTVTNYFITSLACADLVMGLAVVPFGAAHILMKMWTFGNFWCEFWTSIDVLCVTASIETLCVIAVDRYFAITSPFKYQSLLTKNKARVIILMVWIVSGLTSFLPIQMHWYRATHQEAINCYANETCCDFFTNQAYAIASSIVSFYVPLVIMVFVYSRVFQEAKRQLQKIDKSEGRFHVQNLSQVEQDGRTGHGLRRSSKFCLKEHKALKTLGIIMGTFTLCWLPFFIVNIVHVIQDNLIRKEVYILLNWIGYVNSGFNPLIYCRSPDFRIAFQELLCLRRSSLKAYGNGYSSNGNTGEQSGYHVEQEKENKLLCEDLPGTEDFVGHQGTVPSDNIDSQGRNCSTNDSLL
USP2a inh = inhibitors of human ubiquitin-specific protease USP2a; O75604; USP2 core, Ub-CHOP2 coupled fluorogenic reporter, 485/531; Potency, µM (highest dose often 38.3 µM), for the others: top-dose activity change, negative = inhibition, most hits filed as inhibitors; actives 0.01% (n = 330,000);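 also: potency is read from the fitted curve at half-maximal effect; plate controls were DMSO wells for no effect and full inhibition by NEM control for full effect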
Target sequence (O75604 whole entry, looked up): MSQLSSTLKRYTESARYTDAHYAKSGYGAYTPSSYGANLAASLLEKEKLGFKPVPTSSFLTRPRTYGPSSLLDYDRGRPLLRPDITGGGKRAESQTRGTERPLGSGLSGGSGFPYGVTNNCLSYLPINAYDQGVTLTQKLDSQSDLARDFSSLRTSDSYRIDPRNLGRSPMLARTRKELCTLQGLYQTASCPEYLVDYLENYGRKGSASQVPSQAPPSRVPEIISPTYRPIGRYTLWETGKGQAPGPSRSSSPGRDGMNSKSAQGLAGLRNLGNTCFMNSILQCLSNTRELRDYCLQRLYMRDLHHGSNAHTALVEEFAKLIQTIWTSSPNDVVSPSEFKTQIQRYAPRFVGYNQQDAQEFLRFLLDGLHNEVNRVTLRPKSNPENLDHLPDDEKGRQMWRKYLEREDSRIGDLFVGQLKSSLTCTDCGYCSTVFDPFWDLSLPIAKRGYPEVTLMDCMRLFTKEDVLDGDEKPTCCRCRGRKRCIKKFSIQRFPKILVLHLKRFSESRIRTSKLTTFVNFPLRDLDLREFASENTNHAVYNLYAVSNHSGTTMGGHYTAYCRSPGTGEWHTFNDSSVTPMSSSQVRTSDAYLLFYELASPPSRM
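USP2 core (10nM final) preincubated 30min RT with compound in 20mM Tris-HCl pH 8.0, 2mM CaCl2, 2mM beta-mercaptoethanol, 0.05% CHAPS; 25nM Ub-CHOP2 plus 25nM reporter substrate added, fluorescence (Ex485/Em531) read after 60min.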
uPA generation = blocks generation of uPA at the cell surface. cell surface uPA generation assay, qHTS. Potency, µM (highest dose often 38.3 µM), inactives show at the highest dose activity change, negative = inhibition, most hits filed as inhibitors. actives 0.31% (n = 330,000). AID 540303; active = well fitted inhibition curve with a large enough effect; inconclusive = small, poorly fitted or top-dose-only effect; inactive = no such curve, though single readings can be large or run the other way; tested in mouse RAW 264.7 cells; also: potency is read from the fitted curve at half-maximal effect; nearly all actives have a fitted effect of over 55% in size
Coupling enz = inhibits coupling enzyme system, counter-screen for aldolase hits. coupling enzyme system counterscreen, AmpLite Red fluorescence. actives 0.67% (n = 290,000). activity change, negative = inhibition, % at 58.2 µM, hits read low. AID 2472; in the data active = activity change below about -30%
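Counterscreen lacking aldolase: glyceraldehyde-3-phosphate coupling-enzyme reagent preincubated 10 min at RT with compound (at 57.5 uM final), then substrate/coupling system with AmpLite Red added; fluorescence read at 525/598 nm after 20 min RT.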
PKM2 activator = PKM2 (human) enzyme activation; P14618; purified PKM2, Kinase-Glo ATP luminescence, activation; response scale: 0% is enzyme alone, no compound; Potency, µM (top dose mostly 57.5 µM), inactives show at the top dose activation, most hits filed as activators; actives 0.34% (n = 260,000); also: potency is read from the fitted curve at half-maximal effect; nearly all actives have a fitted effect of over 55% in size
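hPK-M2, >95% pure; 0.1 mM ADP / 0.5 mM PEP final; imidazole pH7.2 buffer w/ 7 mM MgCl2, 50 mM KCl; 1 h RT; Kinase-Glo lum. Intermediate enzyme activity for dual inhibitor/activator qHTS.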
Giardia kill = kills Giardia lamblia. actives 0.15% (n = 340,000). activity change, % at 7.66 µM, hits read low. Giardia lamblia trophozoite viability; in the data active = activity change below about -80%; inconclusive = between about -30% and that limit;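 also: parasites exposed to compound for two days anaerobically before the ATP read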
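Giardia trophozoites, 100 cells per well, were exposed to compounds for 48 hrs at 37 deg C under anaerobic conditions; viability was then read as ATP content by bioluminescence after 15-30 min at room temperature.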
* marks the source's active call; other numbers are inactive results; ? = inconclusive; nt = no result given; [ ] = dose if it differs, or a comment. Unless noted, calls follow the shape of the dose curve; as a rule, active = well fitted curve in the direction sought with a large enough effect; inconclusive = small, poorly fitted or top-dose-only effect, or another doubt; inactive = no such curve, though single readings can be large; an effect the other way counts as inactive or inconclusive. Unless noted, % is scaled to controls: 0 for no effect and ±100 for the full control effect.

SMILES | Eya2 phos inh | GALK inh | KCNH2 3.1 inh | hERG WT inh | BCR signal inh | B2AR arrestin | USP2a inh | uPA generation | Coupling enz | PKM2 activator | Giardia kill
NS(=O)(=O)c1cccc(NC(=O)COC(=O)Cn2cnc3ccccc32)c1 | 16% | -5% | 0 | 6 | 5% | -0.6% | 0% | 2% | -2 | 3% | -4
Cc1ccc(NC(=O)CN(C)CC(=O)NC2CCCc3ccccc32)cc1 (configuration not stated) | -1% | -3% | 6 | -1 | -13% | 0.1% | -1% | 4% | -1 | 1% | 13
COC(=O)c1ccc(CN2C(=O)C3CCCCC3C2=O)o1 (configuration not stated) | 7% | 1% | 8 | -9 | ? | -1.1% | 0% | 9% | -9 | -9% | 5
O=C(COc1ccccc1C(=O)O)Nc1ccc(SC(F)F)cc1 | -1% | -2% | 7 | 3 | -23% | -0.1% | 1% | -1% | 5 | -1% | 6
CC1CN(CCCCOc2ccc(Cl)c3ccccc23)CC(C)O1 (configuration not stated) | -4% | 6% | -17 | 4 | 0% | -0.3% | 0% | -2% | -8 | -7% | 10
CC1CCN(c2ccc3nnc(CCC(=O)N4CCN(c5ccccc5F)CC4)n3n2)CC1 | -10% | -1% | 2 | 4 | -3% | 0.3% | 1% | 7% | nt | nt | 51[activator]
Cc1ccc(OCC(=O)N2CCc3ccccc3C2)cc1 | 9% | -7% | 34 | -13 | 3% | -0.9% | 0% | -15% | 0 | -8%[11.5 µM] | 0
COc1ccc(-c2nn(-c3ccccc3)cc2C(=O)OCC(=O)c2ccc(C)c([N+](=O)[O-])c2)cc1 | 4% | 1% | -6 | 5 | 0% | -0.7% | 0% | ? | -3 | -1% | 37[activator]
CC1CCCN(C(=O)C(=O)Nc2ccc3nc4n(c(=O)c3c2)CCCCC4)C1 (configuration not stated) | ? | nt | -27 | -10 | 14% | 0.4% | 4% | 3% | 0 | -26% | 13
CCCCNC(=O)C1CC(c2cccc(F)c2)=NO1 (configuration not stated) | 9% | -2% | -3 | 14 | 4% | -1.6% | -3% | 8% | -1 | -1% | 13
CCOc1ccccc1NC(=O)CSc1nc2ccccc2c(=O)n1CC1CCCO1 (configuration not stated) | -6% | 9% | -10 | 6 | -2% | 0.1% | -1% | nt | 10 | -1% | 0
CCOC(=O)N1CCC(NC(=O)c2ccc3c(c2)N=C(CC)c2cc(C)ccc2S3)CC1 | -16% | -2% | -26 | 6 | ? | -0.8% | -7% | -6% | 2 | 4%[0.46 µM] | -6
CCN(C(=O)C(C)Sc1ccc(S(=O)(=O)N2CCN(C)CC2)cn1)c1ccccc1 (configuration not stated) | 14% | nt | 14 | 14 | 1% | 0.9% | 3% | 5% | nt | nt | -12
C/C(=N\Nc1cc(N2CCOCC2)nc(C)n1)c1ccc(F)cc1 | -14% | 3% | -2 | 6 | ? | -0.5% | -1% | 6% | -5 | 0% | -2
O=S(=O)(c1ccc(Cl)c(S(=O)(=O)N2CCCC2)c1)N1CCCC1 | -1% | 1% | ? | 39 | 6% | 0.1% | 0% | 2% | 5 | -13% | -1
Cn1cccc1C(=O)OCC(=O)N1CCc2ccccc21 | -1% | nt | -4 | -11 | 1% | -0.3% | 10% | -9% | nt | nt | -3
COCCN(C(=O)COC(=O)c1ccc2[nH]c(C)c(C)c2c1)c1c(N)n(Cc2ccccc2)c(=O)[nH]c1=O | 10% | nt | -7 | 3 | 1% | -0.7% | 1% | 23% | nt | nt | -19
COC(=O)C1=C(C)OC(N)=C(C#N)C1c1cc(OC)c(OCC(N)=O)cc1Cl (configuration not stated) | 5% | -3% | -5 | -17 | 1% | 0.1% | 0% | 3% | -30* | 9% | 2
Cc1ccccc1CC(=O)N1CCCc2ccccc21 | -2% | 0% | -33 | 11 | -2% | -0.7% | -2% | 0% | 0 | 0% | 0
COc1cccc2cc(S(=O)(=O)c3ccc(C)cc3)/c(=N/NS(=O)(=O)c3ccc(C)cc3)oc12 | -14% | 13% | -8 | -15 | 3% | 0.3% | -1% | -10% | 5 | 6% | -10
CN(C)c1nc(C(=O)NN)nc(N(C)C)n1 | -23% | 0% | 4 | -3 | ? | -0.2% | -2% | 3% | 4 | 1% | 0
CCCCC(=O)Nc1ccc(C(=O)NNC(=O)c2cccs2)cc1 | -10% | 0% | -6 | -1 | 1% | -0.8% | 2% | -1% | 0 | 8% | -2
O=C(CN(C(=O)CNC(=O)c1ccco1)c1cccc(F)c1)NC1CCCCC1 | -6% | -1% | -6 | 4 | 2% | -0.2% | 1% | -7% | 0 | nt | 32[activator]
COc1cc(OC)cc(C(=O)Nc2ccc(NC(=O)c3ccco3)c(C)c2)c1 | -5% | 18% | 3 | 1 | -8% | -0.7% | 2% | 5% | 0 | -32% | -2
N#Cc1c(C(F)(F)F)cc(-c2ccccc2)nc1SCC(=O)Nc1sc2c(c1C#N)CCC2 | -16% | 4% | 7 | -16 | 6% | 0.0% | 1% | 4% | 1 | -2% | 2
CCS(=O)(=O)Nc1ccc(C2=NN(S(C)(=O)=O)C(c3cccs3)C2)cc1 (configuration not stated) | -3% | 1% | -13 | -7 | 1% | 0.4% | -1% | -5% | 5 | ? | -1
Cc1cc(C)nc(NC(=NCCc2c[nH]c3ccccc23)NC(=O)Nc2ccc(Cl)c(Cl)c2)n1 | -5% | 2% | -18 | 0 | -4% | -0.6% | 6% | 1% | -3 | 0% | 13
Nc1cc(=O)[nH]c(=O)n1Cc1ccco1 | 3% | 0% | 8 | 2 | 4% | -0.4% | 1% | 2% | 1 | 0% | -24
O=C(CNC(=O)c1cccs1)NC1=NCCS1 | -17% | 0% | 14 | 4 | ? | -0.3% | 2% | 8% | 4 | -1% | 2
CN1C(=O)CC(N2CCN(C(c3ccccc3)c3ccccc3)CC2)C1=O (configuration not stated) | -12% | 6% | -5 | -5 | 0% | 0.1% | 2% | 3% | 1 | -3% | 3
CCOC(=O)N1CCN(Cc2nc3c(c(=O)n(C)c(=O)n3C)n2Cc2ccccc2C)CC1 | -4% | 2% | 19 | 3 | 3% | -0.8% | -4% | nt | 1 | -14% | -27
CCOc1ccc(NC(=O)CNC(=O)c2nn(-c3ccc(OC)cc3)c(=O)c3ccccc23)cc1 | -1% | -1% | 6 | 6 | -1% | -0.6% | 0% | -6% | 1 | -2% | -16
Cc1cc(N2C(=O)C3C4C=CC(C4)C3C2=O)ccc1Br (configuration not stated) | 2% | 0% | -4 | -5 | 15% | -0.3% | -2% | -1% | 2 | -1% | -22
CC(Oc1ccccc1)C(=O)Nc1nc(-c2ccccn2)cs1 (configuration not stated) | 0% | nt | 6 | 26 | ? | 3.5% | -1% | -9% | nt | nt | 10
O=c1[nH]c(N2CCCCCC2)nc2ncn(Cc3ccccc3)c12 | 1% | 4% | -5 | -8 | -21% | -0.3% | 0% | 0% | 1 | -3% | 0
COCCNc1nc2nonc2nc1N1CCCC1c1nccs1 (configuration not stated) | -8% | 2% | -13 | 9 | 2% | -0.6% | 2% | 5% | -1 | -3% | -23
NS(=O)(=O)c1ccc(NCc2c(F)cccc2Cl)cc1 | 4% | 1% | -1 | 7 | -22% | 0.0% | 1% | nt | -1 | -1% | -24
CC1CN(C2CCCCC2)c2nc3c(c(=O)n(C)c(=O)n3C)n2C1 (configuration not stated) | -12% | -4% | 14 | -3 | 6% | 0.3% | 3% | -2% | 1 | -4% | -2
Cc1ccc(S(=O)(=O)N2CCN(CC(=O)N/N=C/c3ccc(C)o3)CC2)cc1 | 2% | 0% | 1 | 2 | -5% | -0.5% | 4% | -3% | 2 | 4% | -8
CCN1CCN(c2cc(C)c3cc(NC(=S)N4CCOCC4)ccc3n2)CC1 | 8% | 0% | -7 | 0 | ? | -0.8% | 2% | ? | -1 | -2% | ?
O=C(CN(CCc1ccccc1)C(=O)CNS(=O)(=O)c1ccccc1)NCC1CCCO1 (configuration not stated) | -34% | 2% | -14 | -10 | 0% | -0.3% | -1% | 1% | -2 | -10% | 7
Cc1cc(NC(=O)CSc2nc3ccccc3n2CCC#N)no1 | 13% | 1% | 21 | 1 | -4% | -0.8% | 3% | 3% | -3 | 7% | ?
O=C(Nc1nc2ccccc2[nH]1)C12CC3CC(CC(C3)C1)C2 | 6% | 0% | 2 | 3 | ? | 0.0% | 2% | -11% | 0 | -5% | -7
Cc1cccc(OCC(=O)NNC(=O)c2ccc([N+](=O)[O-])cc2)c1 | 1% | 11% | 5 | 11 | ? | 0.1% | 1% | -5% | 4 | 3% | -5

Part of the list above, limited to hERG WT inh and BCR signal inh:
canonical_smiles | hERG WT inh | BCR signal inh
Cc1cc(NC(=O)CSc2nc3ccccc3n2CCC#N)no1 | 1 | -4%
O=C(Nc1nc2ccccc2[nH]1)C12CC3CC(CC(C3)C1)C2 | 3 | ?
